High-throughput results: PubChem, National Center for Advancing Translational Sciences (NCATS)
Hsp90 Hop PPI: qHTS Assay for Disrupters of an Hsp90 Co-Chaperone Interaction; AlphaScreen TPR2A-His6 binding biotin-Hsp90 C-terminal peptide; 71,000 compounds, 0.44% hits; Potency, µM (highest dose often 57 µM), inactives show top-dose activity change, negative = inhibition; Hsp90 C-terminal peptide / TPR2A (Hop) interaction, human; active means well fitted curve in either direction with a large enough effect; inconclusive means small, poorly fitted or top-dose-only effect, or another doubt; further: potency means the concentration at half of the fitted maximal effect; on the % scale 0 is the no-effect control and ±100 the full control effect; many of its hits are not listed in these tables
HBB splice mod: qHTS Assay for Modulators of Hemoglobin Beta Chain Splicing; AID 925, 2007; 65,000 compounds, 0.06% hits; HBB splicing reporter cell assay, activation; EGFP reporter with mutant IVS2-654 intron; response scale: normalised to 500 nM splice-correcting PNA; Potency, µM (titrated, usually from 46.1 µM), without a hit: at the highest dose activation, actives largely listed as activators; further: potency means the concentration at half of the fitted maximal effect; 0% is about no effect
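Compounds were applied for 2 days to HeLa EGFP-654 cells, 500/well in Optimem with 2% FCS. The reporter's EGFP is disrupted by mis-splicing of beta-globin intron IVS2-654. Readout: summed well GFP fluorescence from 488 nm laser scanning; reference was 500 nM antisense […] 654 PNA.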
Luciferase inh: qHTS Assay for Inhibitors of Firefly Luciferase | Potency, µM (doses to about 57.1 µM), inactives show at the highest dose activity change, negative = inhibition, actives largely listed as inhibitors | 72,000 compounds, 2.2% hits | Luciferin 4-monooxygenase (Photinus pyralis), P08659 | purified firefly luciferase, luminescence, 8 min; further: potency means the concentration at half of the fitted maximal effect; on the % scale 0 is the no-effect control and ±100 the full control effect; nearly all actives have a fitted effect of over 40% in size
Target sequence (P08659 whole entry, looked up): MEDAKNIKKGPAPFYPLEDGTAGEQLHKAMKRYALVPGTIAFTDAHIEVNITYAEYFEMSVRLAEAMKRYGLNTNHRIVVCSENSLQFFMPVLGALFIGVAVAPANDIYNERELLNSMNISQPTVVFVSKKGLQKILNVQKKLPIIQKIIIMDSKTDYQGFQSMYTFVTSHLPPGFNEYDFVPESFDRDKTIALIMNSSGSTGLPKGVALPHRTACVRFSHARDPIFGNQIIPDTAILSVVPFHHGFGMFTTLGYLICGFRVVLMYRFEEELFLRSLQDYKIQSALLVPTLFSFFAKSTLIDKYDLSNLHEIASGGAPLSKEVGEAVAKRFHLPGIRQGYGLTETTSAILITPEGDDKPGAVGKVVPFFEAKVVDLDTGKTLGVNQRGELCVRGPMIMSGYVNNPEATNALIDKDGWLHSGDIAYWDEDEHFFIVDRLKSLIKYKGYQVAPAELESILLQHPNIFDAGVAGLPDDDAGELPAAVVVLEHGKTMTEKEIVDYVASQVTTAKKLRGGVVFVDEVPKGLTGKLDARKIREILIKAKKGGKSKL
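Firefly luciferase (PKLight detection mix) with 10 uM ATP in pH 7.2 imidazole buffer (KCl, MgCl2, Tween 20, BSA). Compounds tested across a concentration series (qHTS). Luminescence read after 8 min at ambient temperature.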
ERK AVP block: qHTS Assay for Inhibitors of the ERK Signaling Pathway using a Homogeneous Screening Assay; Potency, µM (doses to about 57.5 µM), for inactives: at the top dose activity, negative = inhibition, hits mostly inhibitors; 72,000 compounds, 0.99% hits; HEK293-V1b, vasopressin-stimulated pERK AlphaScreen; further: potency means the concentration at half of the fitted maximal effect; on the % scale 0 is the no-effect control and ±100 the full control effect; nearly all actives have a fitted effect of over 55% in size
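Overnight-seeded V1b-HEK293 cells in 1% FBS got compound, then vasopressin (25 nM final, 5 min, 37C), then lysis buffer. AlphaScreen detection of phospho-ERK; activity normalized to basal and full-stimulation controls.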
ALOX15 inhib: qHTS Assay for Inhibitors of 15-hLO (15-human lipoxygenase) | Potency, µM (highest dose often 57.1 µM), for inactives: top-dose activity change, negative = inhibition, usual class: inhibitors | purified 15hLO-1, xylenol orange hydroperoxide absorbance | AID 887, 2007 | 74,000 compounds, 1.4% hits | Polyunsaturated fatty acid lipoxygenase ALOX15 (Homo sapiens), P16050; further: potency means the concentration at half of the fitted maximal effect; on the % scale 0 is the no-effect control and ±100 the full control effect; nearly all actives have a fitted effect of over 55% in size
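Purified human 15hLO-1 (40 nM) in 25 mM Hepes pH 7.5, 0.01% Triton X-100, preincubated 15 min RT with compound, then 50 uM arachidonic acid for 6 min. Hydroperoxide read by ferrous/xylenol orange, 30 min; 573/405 nm absorbance ratio gave progress.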
UbGFP stabilizer: Ubiquitin-GFP Assay | Ubiquitin-GFP reporter cells, proteasome inhibition, GFP fluorescence; response scale: untreated = 0%, 10 µM MG-132 = 100% | Potency, µM (titrated, usually from 45.9 µM), inactives show at the highest dose activation (GFP accumulation), actives largely listed as activators | 67,000 tested, under 10 active; active means well fitted activation curve with a large enough effect, not every such curve was filed as active; inconclusive means small, poorly fitted or top-dose-only effect, or another doubt; inactive means no such curve, though single readings can be large or run the other way; further: potency means the concentration at half of the fitted maximal effect
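U2OS Ub(G76V)-GFP reporter; O/N plating, 0.5% FBS; cpd 46 uM–2.9 nM, 4 h, 37 °C; GFP+ cell count, 488/515 nm; norm. to basal vs 10 uM MG-132; CRC fit.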
HADH2 inh: qHTS Assay for Inhibitors of HADH2 (Hydroxyacyl-Coenzyme A Dehydrogenase, Type II); 3-hydroxyacyl-CoA dehydrogenase type-2 (Homo sapiens), Q99714; recombinant HADH2, NADH fluorescence, beta-hydroxybutyryl-CoA; Potency, µM (doses to about 57.1 µM), without a hit: at the top dose activity change, negative = inhibition, usual class: inhibitors; 73,000 compounds, 3.4% hits; AID 886, 2007; further: potency means the concentration at half of the fitted maximal effect; on the % scale 0 is the no-effect control and ±100 the full control effect; nearly all actives have a fitted effect of over 60% in size; many of its hits are not listed in these tables
Target sequence (Q99714 whole entry, looked up, one chain of several): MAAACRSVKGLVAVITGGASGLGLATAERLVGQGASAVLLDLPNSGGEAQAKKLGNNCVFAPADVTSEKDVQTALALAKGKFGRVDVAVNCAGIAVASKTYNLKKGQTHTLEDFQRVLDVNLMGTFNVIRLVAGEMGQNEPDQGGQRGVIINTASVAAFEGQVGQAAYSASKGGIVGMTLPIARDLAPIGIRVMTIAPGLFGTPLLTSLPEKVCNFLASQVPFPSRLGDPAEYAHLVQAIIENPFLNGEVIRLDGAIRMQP
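NADH fluorescence (ex 360/em 450 nm) read every 30 s for 4 min; activity taken as last-minus-first time point difference. Enzyme 20 nM, NAD+ 1 mM, beta-hydroxybutyryl-CoA 90 uM, pH 9.0 Tris buffer.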
CRE-bla Fsk: Cell signaling CRE-BLA (Fsk stim) | CHO CRE-bla reporter (cAMP response element driving beta-lactamase), forskolin EC10, beta-lactamase ratio | Potency, µM (titrated, usually from 38.2 µM), inactives show top-dose activity change, negative = inhibition, hits mostly activators | 71,000 compounds, 2.5% hits | AID 662, 2007; active means well fitted activation curve with a large enough effect in the signal ratio, with a control signal flat, not every such curve was filed as active; inconclusive means small, poorly fitted or top-dose-only effect, or effect the other way, or a change in a side signal; the % refers to the signal ratio; further: potency means the concentration at half of the fitted maximal effect; % of control where 0% means no effect
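Reporter-gene assay: CHO cells with beta-lactamase behind cAMP responsive elements, co-treated with compound and EC10 NKH 477 for 3 hours at 37 degrees Celsius. Activity came from the 460/530 nm CCF4 emission ratio.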
Tau fil binding: qHTS Assay for Tau Filament Binding; Microtubule-associated protein tau (Homo sapiens), P10636; recombinant tau filaments, thioflavin S fluorescence, 15 h; filaments grown with octadecylsulfate alongside compound; Potency, µM (titrated, usually from 57.1 µM), for the others: at the highest dose activity change, negative = inhibition; 71,000 compounds, 2% hits; AID 596, 2007;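 further: potency means the concentration at half of the fitted maximal effect; on the % scale 0 is the no-effect control and ±100 the full control effect; actives lower thioflavin S fluorescence by blocking filaments or displacing dye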
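Tau 2 uM in ThS buffer dispensed; compound added; 60 uM ODS added (finals 1 uM tau, 30 uM ODS); 15 h 37 C; fluor ex450/em510.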
GFP derepression: qHTS Assay for Epigenetic Modulators; mouse C127i GFP locus derepression, cytometry, 30 h; Potency, µM (doses to about 46.1 µM), inactives show at the highest dose GFP derepression (activation); 68,000 compounds, 0.09% hits; AID 597, 2007; further: % of control where 0% means no effect
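Read-out is the number of GFP-positive cells, scored as fluorescent objects 20 to 120 um wide, reflecting derepression of a silenced CMV-GFP reporter in murine C127i cells after 30 h compound exposure at 37 C.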
Pol III holo inh: qHTS Assay for Inhibitors of DNA Polymerase III Holoenzyme System | reconstituted DNA polymerase III holoenzyme replication, biochemical | Potency, µM (titrated, usually from 57.1 µM), for the others: at the top dose activity change, negative = inhibition | 71,000 compounds, 0.25% hits | AID 603, 2007; further: potency means the concentration at half of the fitted maximal effect; on the % scale 0 is the no-effect control and ±100 the full control effect
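Reconstituted *E. coli* holoenzyme (0.35 nM Pol III, 1 nM beta, 154 nM SSB, 2 nM primase) was preincubated with compound for 15 min at RT. Synthesis on 1.4 nM ssM13Gori ran 35 min, then was stopped with PicoGreen/EDTA and read as dsDNA fluorescence.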
An asterisk follows results filed as active; ? = inconclusive; · = not tested or not shown; [ ] = dose if it differs, or a comment. Unless noted, the call rests on the fitted dose curve; in most records, active means well fitted curve in the direction sought with a large enough effect; inconclusive means small, poorly fitted or top-dose-only effect, or another doubt; inactive means no such curve, though single readings can be large; an effect the other way counts as inactive or inconclusive.

Results follow in this order: Hsp90 Hop PPI, HBB splice mod, Luciferase inh, ERK AVP block, ALOX15 inhib, UbGFP stabilizer, HADH2 inh, CRE-bla Fsk, Tau fil binding, GFP derepression, Pol III holo inh
Cc1csc(NC(=O)C(NS(=O)(=O)c2ccc(Br)s2)c2ccccc2)n1 (centres undefined)
    -2%, -1.3%, 2%, 13%, -21%, 0%, 3%, -11%, 20%, 4%, 4%
CN(C)CCSCCO
    -4%[11 µM], 2.4%[9.22 µM], 2%[11.4 µM], 5%[11.5 µM], 0%[11.4 µM], -10%[9.17 µM], -3%[11.4 µM], 3%[7.6 µM], 4%[11.4 µM], 0%[9.22 µM], -12%[11.4 µM]
CCC1CO1 (centres undefined)
    -3%, 0.2%, ·, 12%, 3%, ·, -7%, -3%, 9%, ·, 0%
O=c1oc2ccccc2n1Cc1ccccc1Cl
    -3%[2.3 µM], -0.2%, 2%, 16%, -11%, 9%, -14%, 10%, 0%, ·, -8%
O=C(CCS(=O)CCC(=O)NCc1ccccc1)NCc1ccccc1
    1%, 2.2%, 3%, -7%, 4%, 9%, 10%, -1%, 14%, 0%, 0%
Cc1cc(C)n(C(=O)c2cccc(S(=O)(=O)N3CCCC3)c2)n1
    -2%, -0.2%, -2%, -8%, 7%, -7%, 8%, 1%, -8%, 2%, 2%
CCCn1c(SCC(=O)Nc2ccccc2C(=O)OCC)nc2c1c(=O)n(C)c(=O)n2C
    -1%, ·, 3%, 5%, 5%, -5%, -12%, 0%, 2%, -3%, -3%
CCN(CCC(=O)Nc1cc(OC)cc(OC)c1)Cc1ccccc1
    -6%, 0.7%, -1%, -17%, -2%, -3%, -4%, -7%, ?, 0%, -5%
CCN(CC)CCOC(=O)C1(C2CCCCC2)CCCCC1
    -6%[26 µM], 0.8%[20.6 µM], 1%[25.5 µM], ·, -6%, -4%[20.5 µM], ?, 6%[17.1 µM], -28%[25.6 µM], -4%[20.6 µM], -2%[25.6 µM]
Cn1c(COc2ccc3ccccc3c2)nnc1SCC(=O)O
    1%, -3.0%, -45%, 6%, 4%, 2%, 9%, -12%, -4%, 0%, -11%
COCCn1c(C)cc(C(=O)COC(=O)c2c(C)nn(Cc3ccccc3)c2C)c1C
    -15%, ?, -3%, ?, ?, 2%, -9%, ?, 11%, -2%, -4%
COCCn1c(=O)c(CCc2ccccc2)nc2cnc(Oc3cccc(Cl)c3)nc21
    ?, -0.8%, 0%[11.4 µM], 23%, -15%, 6%, 1%, 7%, -23%, 0%[9.22 µM], -12%
CC(C)c1ccc(OCC(O)Cn2cnc3ccccc32)cc1 (centres undefined)
    -1%, -2.3%, -5%, ?, -9%, -5%, 7%, 6%, -25%, 0%, 2%
O=C(CSc1nnc(-c2ccco2)n1Cc1ccccc1)NC(=O)NCc1ccccc1
    -10%, 0.4%, 0%, -17%, -19%, -1%, 3%, -10%, 107%, -1%, 5%
CCCc1cc(=O)[nH]c(SCC(=O)N2CCC(C(=O)OCC)CC2)n1
    -1%, -0.3%[57.5 µM], -1%, -18%, 5%, -1%, 0%, 2%, 8%, 1%, -3%
O=c1cnn(-c2ccccc2)c(-c2ccccc2)c1
    3%, 0.8%, 13µM*, -19%, 0%, -4%, -3%, -2%, 12%, 0%, -3%
CN(C)C(C(=O)NC1CCCCC1)c1ccc(Cl)cc1 (centres undefined)
    0%, -0.7%, -1%, 6%, -5%, -14%, 8%, -12%, -22%, -1%, -2%
C[C@@H](C(=O)Nc1ccc2ccccc2c1)[C@@H]1C[C@@]1(C)[C@@H](NC(=O)c1cnccn1)c1ccccc1
    -12%, -0.7%, ·, -16%, ·, ·, 4%, ?, 43%, ·, 2%
Cn1c(C(=O)O)c(CC(=O)NCc2cccnc2)c2ccccc21
    -3%, 0.0%, 0%, 15%, 12%, -5%, -2%, -2%, 8%, 2%, 2%
Cc1cc(C)n(CC(O)COCc2ccco2)n1 (centres undefined)
    0%, ·, 1%, 7%, 11%, -3%, 8%, 2%, -1%, -1%, -2%

Single records (already shown). Values in the order: Hsp90 Hop PPI	HBB splice mod	Luciferase inh	ERK AVP block	ALOX15 inhib	UbGFP stabilizer	HADH2 inh	CRE-bla Fsk	Tau fil binding	GFP derepression	Pol III holo inh
Entry for O=c1cnn(-c2ccccc2)c(-c2ccccc2)c1 → 3%	0.8%	13µM*	-19%	0%	-4%	-3%	-2%	12%	0%	-3%
Entry for C[C@@H](C(=O)Nc1ccc2ccccc2c1)[C@@H]1C[C@@]1(C)[C@@H](NC(=O)c1cnccn1)c1ccccc1 → -12%	-0.7%	·	-16%	·	·	4%	?	43%	·	2%

Next entries follow.
Results follow in this order: Hsp90 Hop PPI, HBB splice mod, Luciferase inh, ERK AVP block, ALOX15 inhib, UbGFP stabilizer, HADH2 inh, CRE-bla Fsk, Tau fil binding, GFP derepression, Pol III holo inh
COc1ccc(C(C)=O)cc1COC(=O)c1ccc(OCc2c(C)noc2C)cc1
    1%, 3.1%[57.5 µM], 2%, 17%, -15%, 4%, 3%, 1%, 14%, 1%, -2%
CCCCCOC(=O)NCC(O)c1ccccc1 (centres undefined)
    -1%, -1.7%, -18%, -7%, 7%, 0%, 8%, -2%, 3%, -2%, -9%
COc1ccc(-n2c(=O)c(C)nc3cnc(Nc4cccc(OC)c4)nc32)cc1
    3%, 0.9%, 0%[11.4 µM], ?, -3%, 3%, 8%, ?, -29%, 8%[9.22 µM], 2%
O=C(Cn1nc(C(F)F)cc1C1CC1)NCCC1=CCCCC1
    1%, 0.1%, 0%, -4%, 4%, 1%, 5%, 0%, 1%, 4%, -3%
O=C(Nc1cccnc1)Nc1ccccn1
    -1%, -0.8%, 2%, 5%, 8%, 6%, 7%, -6%, 7%, 2%, 6%
Cc1ccc(S(=O)(=O)N2CCCCC2)cc1C(=O)Nc1ncn[nH]1
    -4%, -0.6%[57.5 µM], -2%, 7%, 12%, 0%, ?, -15%, -10%, 0%, -11%
COc1ncc2nc(CCc3ccccc3)c(=O)n(CCc3ccccc3)c2n1
    -5%, -2.7%, -1%[11.4 µM], -4%, -29%, -3%, 8%, ?, 7%, 14%[9.22 µM], -5%
Cc1ccc(NC(=O)CCNS(=O)(=O)c2ccc3c(c2)oc(=O)n3C)cc1C
    -2%, -0.7%, 0%, 20%, 1%, -8%, 6%, -13%, 10%, -3%, -2%
COc1ccc(OC)c(NC(=O)c2cc3sccc3n2C)c1
    -1%, ·, -26%, -14%, -10%, -1%, -26%, 11%, -9%, 2%, -1%
CN1[C@@H](CC(=O)c2ccccc2)CCC[C@@H]1C[C@@H](O)c1ccccc1
    -3%, 0.4%[20.6 µM], 4%[11.4 µM], 14%[25.7 µM], 5%[25.6 µM], -3%, -1%, -26%, ?, -7%[9.22 µM], -4%
Cc1nnc(SC(C)C(=O)Nc2ccc(Cl)cn2)n1Cc1ccccc1 (centres undefined)
    1%, -0.2%[57.5 µM], -1%, -2%, -2%, 2%, 4%, -15%, 7%, 0%, -6%
CCOC(=O)Cc1csc(NC(=O)CSc2nnc(-c3ccc(OC)cc3)n2C)n1
    -3%, ·, 2%, 1%, 5%, 3%, 1%, 3%, -5%, 1%, -4%

This is a subset; rates above refer to the full screens.
